Mm-Cpn inhibitor = inhibitors of Methanococcus maripaludis chaperonin (MmCpn); purified Mm-Cpn ATPase, ADP Transcreener TR-FRET; Potency, µM (series often up to 76.9 µM), without a hit: top-dose activity, negative = inhibition, usual class: inhibitors; 330,000 tested, 0.031% active; also: potency is read from the fitted curve at half-maximal effect; % is scaled to controls: 0 for no effect and ±100 for the full control effect; nearly all actives have a fitted effect of over 80% in size
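ATP (10 uM final) was added to archaeal chaperonin (25 nM final) after 10 min exposure to test compound at 37°C; after 30 min further incubation, ADP was detected by competitive TR-FRET.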
HEK293 tox = cytotoxicity counter-screen for GLP-1 receptor inverse agonists; HEK293 cAMP-luciferase reporter cells, luminescence, 24 h; Potency, µM (titrated, usually from 38.3 µM), inactives show at the highest dose activity change, negative = inhibition, hits mostly inhibitors; 410,000 tested, 0.13% active; AID 624418;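 also: loss of luciferase light is scored as toxicity; potency is read from the fitted curve at half-maximal effect; % is scaled to controls: 0 for no effect and ±100 for the full control effect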
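MLSMR compounds, 24 hr on cells at 37 deg C/5% CO2; luminescence after luciferase reagent (12 min RT). Inhibition counted as the undesired cytotoxic outcome.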
aSyn yeast inh = inhibitors of alpha-synuclein toxicity in yeast | Yeast expressing alpha-synuclein, growth rescue, BacTiter-Glo, 24 h | Potency, µM (doses to about 46.1 µM), for inactives: top-dose growth rescue (activation), usual class: activators | 370,000 tested, 0.14% active; also: potency is read from the fitted curve at half-maximal effect; % of control where 0% means no effect; nearly all actives have a fitted effect of over 65% in size
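Screening used galactose-induced yeast with toxic alpha-synuclein levels, exposed to compound for 24 hr at 30 deg C. Cell growth, read with BacTiter-Glo luminescence, gave the measured signal.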
Akt phos inh = blocks phosphorylation of Akt | 360,000 tested, 0.32% active | Neuro2A IGF-stimulated pAkt S473 HTRF, 20 min; active compounds read low | AID 651550 | activity change, % for hits at 50 µM; in the data active = activity change below about -80%; inconclusive = mostly about -51% to -80%; also: % is scaled to controls: 0 for no effect and ±100 for the full control effect
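Single-point screen (50 µM final compound) in Neuro2A cells stimulated 20 min with 6 nM IGF at 37 deg C. After lysis, Ser473-phosphorylated Akt read by HTRF (ex 330 nm, em 615/665 nm) as the 665/615 ratio.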
Abeta yeast res = A-beta toxicity reversal in yeast | yeast expressing A-beta42, growth rescue, OD600, 48 h; response scale: 0% DMSO, 100% iron-clioquinol control | Potency, µM (highest dose often 46.1 µM), inactives show top-dose growth rescue, usual class: activators | 410,000 tested, 0.063% active; also: potency is read from the fitted curve at half-maximal effect; nearly all actives have a fitted effect of over 55% in size
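Yeast A-beta toxicity model in growth medium with pinned compounds, 48 h at 30 C; growth read as absorbance at 600 nm. Normalized to FeCl3/clioquinol equimolar mix (positive) and DMSO (negative).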
TDP-43 yeast inh = inhibitors of TDP-43 toxicity in yeast | AID 652104 | Potency, µM (titrated, usually from 46.1 µM), for inactives: at the highest dose growth rescue (activation), actives largely listed as activators | TDP-43 expressing yeast growth rescue, BacTiter-Glo, 24 h | 410,000 tested, 1.8% active; also: potency is read from the fitted curve at half-maximal effect; % of control where 0% means no effect; nearly all actives have a fitted effect of over 50% in size
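Cell-based yeast growth screen: TDP-43 expression induced in galactose, inoculum OD600=0.02 after raffinose pregrowth to mid-log. Read-out BacTiter-Glo luminescence at 24 hr, 30 deg C; inhibition of toxicity seen as signal increase.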
PTHR1 ag = agonists of human PTHR1 parathyroid hormone receptor. Q03431. HEK293 GP2 PTHR1 cells, GloSensor cAMP luminescence, 1 h. Potency, µM (highest dose often 115 µM), for the others: top-dose activation, usual class: activators. 410,000 tested, 0.075% active. AID 743266; also: potency is read from the fitted curve at half-maximal effect; nearly all actives have a fitted effect of over 55% in size; some results filed as inactive show a strong effect at the top dose; inactives centre near -15; many of its hits are not listed in these tables
Target sequence (Q03431 whole entry, looked up): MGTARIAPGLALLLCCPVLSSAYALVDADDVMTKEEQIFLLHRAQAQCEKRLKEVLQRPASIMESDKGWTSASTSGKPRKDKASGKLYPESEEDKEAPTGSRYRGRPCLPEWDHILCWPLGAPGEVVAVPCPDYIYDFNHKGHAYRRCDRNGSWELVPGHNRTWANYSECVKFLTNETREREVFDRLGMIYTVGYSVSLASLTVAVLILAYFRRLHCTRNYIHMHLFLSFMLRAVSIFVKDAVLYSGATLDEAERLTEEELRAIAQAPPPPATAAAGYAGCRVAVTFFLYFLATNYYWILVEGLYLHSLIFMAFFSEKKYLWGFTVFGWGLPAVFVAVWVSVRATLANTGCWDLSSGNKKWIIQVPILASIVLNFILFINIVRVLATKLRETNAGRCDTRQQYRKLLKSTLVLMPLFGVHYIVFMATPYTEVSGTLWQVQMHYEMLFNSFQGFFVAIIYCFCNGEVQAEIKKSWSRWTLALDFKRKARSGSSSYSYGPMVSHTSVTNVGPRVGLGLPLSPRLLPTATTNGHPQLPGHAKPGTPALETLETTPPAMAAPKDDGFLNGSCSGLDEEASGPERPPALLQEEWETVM
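HEK-293-derived GP2 cells expressing PTHR1 and a GloSensor cAMP reporter, 3,000/well, plated overnight, given luciferin plus IBMX (each 0.5 mM as added) for 1 h at 37 °C, then compound for 1 h at 37 °C. Luminescence was read after 15 min at room temperature.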
FUS yeast rescue = FUS proteinopathy suppression in yeast; S. cerevisiae FUS-expressing, growth rescue, OD600, 24 h; Potency, µM (titrated, usually from 76.6 µM), inactives show at the top dose growth rescue (activation), actives largely listed as activators; 390,000 tested, 0.24% active;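 also: potency is read from the fitted curve at half-maximal effect; plate controls were DMSO vehicle for no effect and reference control for full effect; nearly all actives have a fitted effect of over 55% in size; some results filed as inactive show a strong effect at the top dose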
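Restored growth of FUS-toxic S. cerevisiae, read as 600 nm absorbance after 24 h at 30C in galactose medium (starting OD 0.005). Controls CP55940 and DMSO.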
GLP1R inv ag = inverse agonists of human GLP-1 receptor | 410,000 tested, 1.6% active | Potency, µM (highest dose often 38.3 µM), for inactives: at the top dose activity change, negative = inhibition, hits mostly inhibitors | P43220 | HEK293 GLP-1R CRE-luciferase, luminescence, 24 h; GLP-1R form is constitutively active; also: potency is read from the fitted curve at half-maximal effect; % is scaled to controls: 0 for no effect and ±100 for the full control effect; nearly all actives have a fitted effect of over 55% in size
Target sequence (P43220 whole entry, looked up): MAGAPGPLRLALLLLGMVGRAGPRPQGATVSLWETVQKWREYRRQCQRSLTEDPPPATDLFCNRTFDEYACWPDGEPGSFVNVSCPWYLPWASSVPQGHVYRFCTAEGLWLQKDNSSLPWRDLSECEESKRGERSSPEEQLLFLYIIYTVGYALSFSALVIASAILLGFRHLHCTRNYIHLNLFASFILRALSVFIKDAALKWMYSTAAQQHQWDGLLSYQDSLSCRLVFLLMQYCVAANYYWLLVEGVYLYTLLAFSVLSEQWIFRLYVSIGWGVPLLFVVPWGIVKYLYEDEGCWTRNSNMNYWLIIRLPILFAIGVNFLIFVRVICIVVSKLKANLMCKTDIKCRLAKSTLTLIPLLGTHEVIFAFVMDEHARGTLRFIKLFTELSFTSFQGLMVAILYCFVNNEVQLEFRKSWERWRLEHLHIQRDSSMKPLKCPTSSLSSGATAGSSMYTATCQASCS
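Using stably transfected HEK293 (constitutively active GLP-1R, cAMP-luciferase reporter), compounds were incubated 24 hr and luciferase measured by luminescence.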
Starred values were filed as active, the others as inactive; [ ] = dose if it differs, or a comment. Unless noted, calls follow the shape of the dose curve; as a rule, active = well fitted curve in the direction sought with a large enough effect; inconclusive = small, poorly fitted or top-dose-only effect, or another doubt; inactive = no such curve, though single readings can be large; an effect the other way counts as inactive or inconclusive. Not all compounds are listed, so the mix of outcomes need not match the whole.

Results for Cc1ccc(N=Nc2c(C)[nH]n(C(N)=S)c2=O)cc1 ?
Mm-Cpn inhibitor: 3%; HEK293 tox: -84%[7.66 µM]; aSyn yeast inh: -31%[inhibitor]; Akt phos inh: inactive; Abeta yeast res: -14%; TDP-43 yeast inh: 0%[9.22 µM]; PTHR1 ag: -14%; FUS yeast rescue: 2%; GLP1R inv ag: inconclusive

What do the screens show for `O=C(CNS(=O)(=O)c1ccc(Cl)c(C(F)(F)F)c1)NC1CCCCCC1`?
Mm-Cpn inhibitor: -1%; HEK293 tox: 1%; aSyn yeast inh: 0%; Akt phos inh: inactive; Abeta yeast res: 12%; TDP-43 yeast inh: 16%; PTHR1 ag: -22%; FUS yeast rescue: 20%; GLP1R inv ag: inconclusive

Results for CCOc1ccc2oc(C(=O)N3CCCN(C)CC3)c(C)c2c1 ?
Mm-Cpn inhibitor: -2%; HEK293 tox: -15%; aSyn yeast inh: 7%; Akt phos inh: inactive; Abeta yeast res: 8%; TDP-43 yeast inh: 0%; PTHR1 ag: inactive; GLP1R inv ag: inconclusive

What do the screens show for `C#CCCOC(=O)N1C2=NC(C(=O)OC)=C(C(=O)OC)[C@@H]3Nc4ccccc4[C@]23C[C@H]1C(=O)OC`?
HEK293 tox: -1%; aSyn yeast inh: -1%; Akt phos inh: inactive; Abeta yeast res: -5%; TDP-43 yeast inh: 0%; PTHR1 ag: inactive; FUS yeast rescue: 18%; GLP1R inv ag: 4%

Results for CSc1cccc(CN2CCC(Oc3ccc(C(=O)N4CCCCC4)cc3)CC2)c1 ?
Mm-Cpn inhibitor: -8%; HEK293 tox: -27%; aSyn yeast inh: 8%; Akt phos inh: inactive; Abeta yeast res: 0%; TDP-43 yeast inh: -14%; PTHR1 ag: -11%; FUS yeast rescue: 2%; GLP1R inv ag: inconclusive

What do the screens show for `Cc1ccc(C(=O)N/C(=C/c2ccc(-c3ccc([N+](=O)[O-])cc3)o2)C(=O)NCCCN(C)C)cc1`?
HEK293 tox: inconclusive; aSyn yeast inh: -6%; Akt phos inh: inactive; Abeta yeast res: -32%; TDP-43 yeast inh: -29%; PTHR1 ag: inactive; FUS yeast rescue: 14%; GLP1R inv ag: inconclusive

Results for N#Cc1cccc(CN2CCC(=O)N([C@H](CO)Cc3ccccc3)CC2)c1 ?
Mm-Cpn inhibitor: -1%; HEK293 tox: 5%; aSyn yeast inh: 2%; Akt phos inh: inactive; Abeta yeast res: -2%; TDP-43 yeast inh: 22%; PTHR1 ag: -35%[inhibitor]; FUS yeast rescue: -16%; GLP1R inv ag: 18%

What do the screens show for `Cc1cc(C)cc(NC(=O)CN2CCN(CCN=CC3=C(O)CC(C)(C)CC3=O)CC2)c1`?
Mm-Cpn inhibitor: 1%; HEK293 tox: 1%; aSyn yeast inh: -3%; Akt phos inh: inactive; Abeta yeast res: -15%; TDP-43 yeast inh: -1%; PTHR1 ag: inactive; FUS yeast rescue: 7%; GLP1R inv ag: 7%

Results for O=C(NCc1cc(F)ccc1F)C1CCC(=O)N(C2CCCCCC2)C1 (stereo not given) ?
Mm-Cpn inhibitor: 0%; HEK293 tox: 5%; aSyn yeast inh: 6%; Akt phos inh: inactive; Abeta yeast res: -22%; TDP-43 yeast inh: -3%; PTHR1 ag: -29%; FUS yeast rescue: -17%; GLP1R inv ag: 11%

What do the screens show for `O=C(CSc1ccc2c(c1)OCCO2)NC(=O)NC1CCCC1`?
Mm-Cpn inhibitor: -2%; HEK293 tox: 4%; aSyn yeast inh: -4%; Akt phos inh: inactive; Abeta yeast res: 14%; TDP-43 yeast inh: inconclusive; PTHR1 ag: -13%[57.5 µM]; FUS yeast rescue: 15%; GLP1R inv ag: -28%

How did Cc1c(O)ccc2c(CN3CCN(CCO)CC3)cc(=O)oc12 do in these assays?
Mm-Cpn inhibitor: -10%; aSyn yeast inh: 14%; Akt phos inh: inactive; Abeta yeast res: -7%; TDP-43 yeast inh: -6%; PTHR1 ag: inactive; GLP1R inv ag: 16%

What do the screens show for `Cc1cccc(NC(=S)N2CCN(c3ccccc3)CC2)c1`?
Mm-Cpn inhibitor: 4%; HEK293 tox: -14%; aSyn yeast inh: -9%; Akt phos inh: inactive; Abeta yeast res: 0%; TDP-43 yeast inh: -8%; PTHR1 ag: inactive; FUS yeast rescue: -5%; GLP1R inv ag: inconclusive

What do the screens show for `CCOc1cccc(C(=O)NC2CCCCC2)c1`?
Mm-Cpn inhibitor: 2%; HEK293 tox: 4%; aSyn yeast inh: 3%; Akt phos inh: inactive; Abeta yeast res: 9%; TDP-43 yeast inh: -7%; PTHR1 ag: inactive; FUS yeast rescue: 9%; GLP1R inv ag: 1%

What do the screens show for `Fc1cccc(NC(=S)Nc2cccnc2)c1`?
Mm-Cpn inhibitor: 3%; HEK293 tox: 6%; aSyn yeast inh: -4%; Akt phos inh: inactive; Abeta yeast res: -13%; TDP-43 yeast inh: -3%; PTHR1 ag: -44%; FUS yeast rescue: 2%; GLP1R inv ag: 2%

Results for CCOC(=O)c1nc(C)nc(Sc2n[nH]c(-c3ccccc3)n2)c1C ?
Mm-Cpn inhibitor: 0%; HEK293 tox: -25%; aSyn yeast inh: 29%; Akt phos inh: inactive; Abeta yeast res: 9%; TDP-43 yeast inh: 11%; PTHR1 ag: inactive; FUS yeast rescue: 14%; GLP1R inv ag: inconclusive

What do the screens show for `COc1ccc(NC(=O)c2oc3c(c2C)-c2nn(Cc4ccccc4Cl)cc2CC3)cc1OC`?
HEK293 tox: -8%; Abeta yeast res: -3%; TDP-43 yeast inh: 11%; PTHR1 ag: -22%; FUS yeast rescue: 38%; GLP1R inv ag: inconclusive

Results for COCCNC(=O)C(c1ccncc1)N(Cc1ccccc1)C(=O)Cn1nnc2ccccc21 (stereo not given) ?
Mm-Cpn inhibitor: 0%; HEK293 tox: 7%; aSyn yeast inh: -14%; Akt phos inh: inactive; Abeta yeast res: -4%; TDP-43 yeast inh: -23%; PTHR1 ag: inactive; FUS yeast rescue: 5%; GLP1R inv ag: 3%

What do the screens show for `CCC(=O)NCc1c(C)c(C)n(Cc2ccccc2)c1-n1cccc1`?
Mm-Cpn inhibitor: -1%; HEK293 tox: 6%; aSyn yeast inh: 10%; Akt phos inh: inactive; Abeta yeast res: 16%; TDP-43 yeast inh: -8%[0.397 µM]; PTHR1 ag: inactive; FUS yeast rescue: 10%; GLP1R inv ag: inconclusive

How did CCOc1cc(N2CCOCC2)c(OCC)cc1NC(=O)CCS(=O)(=O)c1ccc(Cl)cc1 do in these assays?
Mm-Cpn inhibitor: 1%; HEK293 tox: 6%; aSyn yeast inh: 3%; Akt phos inh: inactive; Abeta yeast res: -3%; TDP-43 yeast inh: 16%; PTHR1 ag: -8%[57.5 µM]; FUS yeast rescue: 34%; GLP1R inv ag: 17%

Results for CCCCN1CCNC[C@@H]1c1ccccc1 ?
Mm-Cpn inhibitor: 1%; HEK293 tox: 29%; aSyn yeast inh: -7%; Akt phos inh: inactive; Abeta yeast res: 8%; TDP-43 yeast inh: -5%; PTHR1 ag: -8%; FUS yeast rescue: -17%; GLP1R inv ag: 18%

How did O=C1c2cccc3cccc(c23)C(=O)N1CCN1CCN(CC(O)COc2ccc3ccccc3c2)CC1 (stereo not given) do in these assays?
Mm-Cpn inhibitor: -11%; HEK293 tox: -2%; aSyn yeast inh: 5%; Akt phos inh: inactive; Abeta yeast res: -5%; TDP-43 yeast inh: 4%; PTHR1 ag: inactive; FUS yeast rescue: -7%; GLP1R inv ag: -8%

Results for O=C(CSc1nnc2scc(-c3ccc(Cl)cc3)n12)NCc1ccco1 ?
Mm-Cpn inhibitor: 0%; HEK293 tox: -4%; aSyn yeast inh: 3%; Akt phos inh: inactive; Abeta yeast res: 6%; TDP-43 yeast inh: -5%; PTHR1 ag: -8%; FUS yeast rescue: 17%; GLP1R inv ag: 0%

What do the screens show for `COc1ccc(CNC(=O)C2CC(C)=C(C)CC2C(=O)O)cc1` (stereo not given)?
Mm-Cpn inhibitor: 1%; HEK293 tox: -12%; aSyn yeast inh: -2%; Akt phos inh: inactive; Abeta yeast res: 7%; TDP-43 yeast inh: -1%; PTHR1 ag: inactive; FUS yeast rescue: 26%; GLP1R inv ag: 0%

What do the screens show for `CC(C)(CO)CN1CCC(n2nccc2NC(=O)C2CCOC2)CC1` (stereo not given)?
HEK293 tox: 1%; aSyn yeast inh: -1%; Akt phos inh: inactive; Abeta yeast res: 4%; TDP-43 yeast inh: 19%; PTHR1 ag: inactive; FUS yeast rescue: 12%; GLP1R inv ag: 2%

How did COC(=O)c1sc(NC(=O)c2cnccn2)c(C(=O)OC)c1C do in these assays?
HEK293 tox: 17%; aSyn yeast inh: 1%; Akt phos inh: inactive; Abeta yeast res: 11%; TDP-43 yeast inh: 17%; PTHR1 ag: -11%; FUS yeast rescue: -3%; GLP1R inv ag: 26%

Results for COc1ccc(Cl)cc1C(=O)NCc1cnn(C)c1C ?
Mm-Cpn inhibitor: -2%; HEK293 tox: -16%; aSyn yeast inh: -6%; Akt phos inh: inactive; Abeta yeast res: inconclusive; TDP-43 yeast inh: 24%; PTHR1 ag: inactive; FUS yeast rescue: 15%; GLP1R inv ag: 5%

Results for CCOC(=O)c1[nH]c2ccc(Br)cc2c1NC(=O)CCN1CCC(C)CC1 ?
Mm-Cpn inhibitor: -3%; HEK293 tox: 13%; aSyn yeast inh: 4%; Akt phos inh: inactive; Abeta yeast res: 22%; TDP-43 yeast inh: inconclusive; PTHR1 ag: inactive; FUS yeast rescue: 4%; GLP1R inv ag: inconclusive

Bioassay records: PubChem BioAssay, National Center for Advancing Translational Sciences (NCATS)
